MRP-1 activ = H69AR viability gain despite doxorubicin, primary screen, MRP-1 activator project, H69AR cells, CellTiter-Glo | viability rescue | 140,000 tested, 0.61% active | viability increase, % at 10 µM;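 active = viability gain under doxorubicin at or above a set limit, the compound median plus 3 SD, cut at about 4.7% in these data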;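 also: MRP-1 overexpressing cells given doxorubicin 25 µM after compound pretreatment; 18-22 h compound pretreatment then 72 h with doxorubicin before readout; 0% = doxorubicin-only wells and 100% = vehicle-treated cells without doxorubicin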
Yeast lifespan up = compounds extending yeast replicative lifespan, primary screen, S. cerevisiae, OD615 | S. cerevisiae growth with nicotinamide; deaD strain in restrictive glucose medium | inhibition of the nicotinamide effect, % at 10 µM | 130,000 tested, 0.68% active;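 active = inhibition above a set limit, placed 3 SD over the median of all compounds, cut at about 26% in these data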;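 also: 0% = nicotinamide-treated wells and 100% = cells grown without nicotinamide; some compounds called inactive have numbers as strong as hits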
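assay system = DeaD-strain S. cerevisiae | measured by = absorbance at 615 nm | probe or stimulus = nicotinamide 1.5 mM | buffer or medium = CSMM-D glucose medium, restrictive | times = 48 h at 30 °C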
Phagocytosis inh = inhibitors of macrophage phagocytosis, primary screen, imaging, J774A.1 cells, IgG beads. AID 1029, 2008. inhibition, % at 5 µM. J774A.1 macrophage IgG-bead phagocytosis. 110,000 tested, 0.07% active;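 active = inhibition above the mean of the plate negative controls plus 5 SD, cut at about 13% in these data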;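 also: phagocytic index as fraction of beads internalized from green versus red external bead signal; plate controls were DMSO negative control for no effect and cytochalasin-D positive control for full effect; some results beyond the cut were filed as inactive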
Measles CPE = compounds protecting cells from measles virus cytopathic effect, primary screen, measles RdRp inhibitor project, single point, MLSMR library, absorbance; Measles virus-infected cells, CPE protection; protection (pct of control), % at 4 µM; 140,000 tested, 1.5% active; AID 841, 2007; in the data active = protection mostly above about 24%, no sharp cut-off; inactive = mostly below about 26%; also: some compounds called inactive have numbers as strong as hits
E-sel TNF inh = E-selectin induction blockers in HUVEC – imaging, immunofluorescence, high content, primary screen; AID 1246, 2008; 120,000 tested, 0.71% active; HUVEC TNFa-induced E-selectin immunofluorescence; inhibition, % at 2 µM;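 active = inhibition above the batch mean plus 3 SD, and confirmed as a hit on visual image review, cut at about 43% in these data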;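 also: 0% = TNF-stimulated DMSO wells and 100% = unstimulated control wells; not every result past the cut was called active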
NPY-Y2 antag = NPY-Y2 receptor antagonists, primary screen, cell-based | AID 793, 2007 | 140,000 tested, 0.99% active | inhibition, % at 2.7 µM | NPY-Y2 expressing cells, antagonist mode; in the data active = inhibition above about 17%;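 also: 0% = vehicle with agonist challenge and 100% = reference antagonist with challenge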
Target sequence (P49146 whole entry, looked up): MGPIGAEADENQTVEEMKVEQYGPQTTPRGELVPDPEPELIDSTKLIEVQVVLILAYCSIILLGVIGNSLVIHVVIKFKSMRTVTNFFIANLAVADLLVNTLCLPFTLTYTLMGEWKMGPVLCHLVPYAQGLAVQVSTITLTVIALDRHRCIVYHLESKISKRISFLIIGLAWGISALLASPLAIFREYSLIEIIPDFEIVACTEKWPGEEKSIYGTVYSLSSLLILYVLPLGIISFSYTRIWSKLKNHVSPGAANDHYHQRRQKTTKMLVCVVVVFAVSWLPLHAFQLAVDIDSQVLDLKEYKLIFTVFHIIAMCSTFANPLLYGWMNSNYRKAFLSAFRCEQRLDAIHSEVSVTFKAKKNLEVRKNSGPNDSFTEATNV
Yeast growth inh = growth inhibitors of yeast BB579 in restrictive medium, primary screen, yeast lifespan-shortening project, S. cerevisiae. OD615, 48 h. inhibition, % at 10 µM. 140,000 tested, 0.51% active;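 active = inhibition above a set limit, 3 SD over the mean compound inhibition, cut at about 44% in these data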; also: inactives centre near -24
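Assay system – yeast BB579 (DeaD) · Dosing – single compound dose of 10 µM, 0.25% DMSO final · Detection – OD615 turbidity measurement · Buffer or medium – CSMM-D restrictive synthetic medium containing dextrose (glucose) · Benchmarks – positive control amphotericin B 10 µg/mL · Incubation – 48 h exposure, 30 °C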
bCat KO growth = primary screen for growth suppressors in beta-catenin knockout HCT116 cells (colon tumor, human); viability, % at 10 µM; HCT116 beta-catenin knockout viability, CellTiter-Glo, 60 h; active compounds read low; 140,000 tested, 1.5% active;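 active = viability at or under a set limit, the compound median less 4 SD, cut at about 6% in these data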;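 also: 0% = Hyamine 1622 control at 20 µM and 100% = untreated cell control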
GALR2 antag = GALR2 antagonists in receptor-expressing cells, primary screen; antagonist mode; inhibition, % at 4 µM; 140,000 tested, 0.39% active; in the data active = inhibition above about 27%;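 also: cells stimulated with galanin 1-16 at roughly its EC80; 0% = agonist challenge control and 100% = basal control without agonist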
Target sequence (O43603 whole entry, looked up): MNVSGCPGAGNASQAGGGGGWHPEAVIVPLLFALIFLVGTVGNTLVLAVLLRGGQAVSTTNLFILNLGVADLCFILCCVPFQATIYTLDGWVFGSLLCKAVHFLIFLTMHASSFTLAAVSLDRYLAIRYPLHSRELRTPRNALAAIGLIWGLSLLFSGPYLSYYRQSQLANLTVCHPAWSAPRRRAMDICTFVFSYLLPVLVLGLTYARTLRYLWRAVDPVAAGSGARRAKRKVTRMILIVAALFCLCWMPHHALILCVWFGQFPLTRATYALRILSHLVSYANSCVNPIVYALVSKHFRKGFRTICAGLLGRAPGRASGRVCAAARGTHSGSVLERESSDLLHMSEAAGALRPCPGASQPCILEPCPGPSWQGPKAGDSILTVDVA
PTEN del growth = growth suppression of PTEN-null HCT116, primary screen, cell-based, CellTiter-Glo. HCT116 PTEN-null viability, 60 h; active compounds read low. viability, % at 10 µM. 140,000 tested, 1.2% active;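 active = viability at or below a set limit, 4 SD under the median of all tested compounds, cut at about 3.7% in these data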;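 also: PTEN knockout HCT116 line with beta catenin targeted HCT116 as companion control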
* marks the source's active call; other numbers are inactive results; . = no result given.

SMILES,Yeast growth inh,NPY-Y2 antag,MRP-1 activ,GALR2 antag,Phagocytosis inh,PTEN del growth,Measles CPE,E-sel TNF inh,bCat KO growth,Yeast lifespan up
O=C(CSc1nc2ccccc2s1)NNC(=S)Nc1ccc(Cl)cc1,-15,10,-1.9,6,-11,86,3,.,89,1
CNc1oc(C)nc1S(=O)(=O)c1ccccc1,-41,1,-0.7,-10,-2,116,12,-10,94,-8
COc1ccc(N2C(=O)CC(NCc3cccs3)C2=O)cc1 (configuration not stated),5,3,-0.1,-2,-1,99,6,-25,94,-3
COc1ccc2cc(C3(C)NC(=O)N(CC(=O)Nc4c(C)n(C)n(-c5ccccc5)c4=O)C3=O)ccc2c1 (configuration not stated),-20,-2,-1.2,-7,-4,88,5,.,89,-7
CCc1cccc2c(C(=O)CSc3nncn3-c3ccccc3OC)c[nH]c12,15,-1,-1.0,12,2,103,9,.,91,-1
CN(CCCNC(=O)c1cccc(N2CCCC2=O)c1)c1ccccc1,-29,4,-0.7,0,.,92,15,-6,94,-6
CCCCNC(=S)N/N=C1\CCCCc2ccccc21,5,8,-1.6,-4,-5,89,20,.,95,11
O=C(COc1cccnc1[N+](=O)[O-])NC1CCS(=O)(=O)C1 (configuration not stated),-30,0,-0.7,15,-5,100,6,.,99,2
CC(=O)N/N=C/c1cc(C)n(-c2ccc(Br)cc2)c1C,-24,2,-2.7,-4,-4,84,7,.,78,-4
COc1ccc(C2CC(c3cccs3)=NN2C(=O)COC(=O)c2cc3ccccc3cc2O)cc1OC (configuration not stated),-11,5,-0.5,13,-5,82,8,.,88,2

Next part.
SMILES,Yeast growth inh,NPY-Y2 antag,MRP-1 activ,GALR2 antag,Phagocytosis inh,PTEN del growth,Measles CPE,E-sel TNF inh,bCat KO growth,Yeast lifespan up
CCOC(=O)c1sc(C)c2c1NC(c1ccc(Cl)cc1)NC2=O (configuration not stated),-21,1,-4.0,1,-3,27,2,-57,19,-14
Cc1csc(NC(=O)CCNS(=O)(=O)c2ccc3c(c2)c(=O)n(C)c(=O)n3C)n1,-20,-1,-3.9,3,0,90,4,.,87,-21
COCCNC(=O)NC(=O)COC(=O)C12CC3CC(CC(NC(C)=O)(C3)C1)C2,1,-1,-1.5,-3,-1,88,36,.,90,-3
CC(C)Oc1cc(O)c2c(=O)c(-c3ccc(O)cc3)coc2c1,-12,6,-4.8,-1,-1,74,9,-36,76,-15
Cc1ccc(-n2c(SCc3cn4ccsc4n3)nc3ccccc3c2=O)cc1,-37,2,-0.8,-1,-1,77,13,13,85,-7
Cc1c(NC(=O)C2CC=CCC2C(=O)O)c(=O)n(-c2ccccc2)n1C (configuration not stated),-56,2,-0.9,-2,-2,104,11,9,110,-7
COc1ccccc1N1CCN(C(=O)/C=C/c2cccs2)CC1,11,1,1.3,-5,-3,106,4,.,100,0
COc1ccc2oc(-c3ccc(NC(=O)c4ccc(N5CCOCC5)c([N+](=O)[O-])c4)cc3)nc2c1,-2,1,0.3,-8,-8,13,1,-38,9,-5
Cc1cc(NC(=O)COC(=O)CSc2nc3cc(Cl)ccc3n2Cc2ccccc2)no1,-48,2,-0.5,-9,1,101,7,9,111,-8
COc1cc(C2NC(=O)NC(C)=C2C(=O)OCC2CCCO2)ccc1O (configuration not stated),3,5,-0.6,0,-1,108,2,17,101,-9

Some of the entries so far, with values under each structure:
Every second line gives: Yeast growth inh, NPY-Y2 antag, MRP-1 activ, GALR2 antag, Phagocytosis inh, PTEN del growth, Measles CPE, E-sel TNF inh, bCat KO growth, Yeast lifespan up
> CNc1oc(C)nc1S(=O)(=O)c1ccccc1
    -41, 1, -0.7, -10, -2, 116, 12, -10, 94, -8
> COc1ccc(N2C(=O)CC(NCc3cccs3)C2=O)cc1 (configuration not stated)
    5, 3, -0.1, -2, -1, 99, 6, -25, 94, -3

Additional records.
SMILES,Yeast growth inh,NPY-Y2 antag,MRP-1 activ,GALR2 antag,Phagocytosis inh,PTEN del growth,Measles CPE,E-sel TNF inh,bCat KO growth,Yeast lifespan up
Cc1ccc(C(CC(=O)N2CCOCC2)c2ccco2)cc1 (configuration not stated),-50,-2,-1.0,-7,0,110,10,-19,92,-6
COc1ccc(-c2nnc(SCC(=O)c3ccc(C)o3)o2)cc1,-19,6,-1.6,-7,.,88,12,0,95,.
COc1ccc(N2CC(C(=O)Nc3nnc(SCC(=O)c4ccccc4)s3)CC2=O)cc1 (configuration not stated),-13,3,-2.3,-4,-5,97,15,.,94,4
O=C(Nc1cccc(F)c1)C1CCN(C(=O)Cc2ccccc2)CC1,-30,1,-3.5,16,-1,97,33,-16,97,-8
O=S(=O)(N1CCCCC1)N1CCNCC1,29,3,0.1,-13,2,95,6,1,98,-5
CCCC(c1nnnn1CCOC)N1CCN(C(=O)c2ccco2)CC1 (configuration not stated),-10,-1,-2.2,2,0,100,2,.,89,-15
Nc1nnc(SCc2ccc(F)cc2Cl)s1,4,3,-1.8,1,0,83,3,-5,86,-29
O=C1O/C(=C\C(=O)N2CCOCC2)c2ccccc21,-33,-2,-1.1,-1,0,100,4,5,92,-11
CCCCC1(Cc2ccc([N+](=O)[O-])cc2)C(=O)N(c2ccccc2)N(c2ccccc2)C1=O,-34,13,-0.6,-3,.,9,5,.,8,-8
Cc1cc2c(cc(C(=O)O)n2C)s1,56*,3,-2.8,6,-1,108,3,.,101,-7

Going on with the list.
SMILES,Yeast growth inh,NPY-Y2 antag,MRP-1 activ,GALR2 antag,Phagocytosis inh,PTEN del growth,Measles CPE,E-sel TNF inh,bCat KO growth,Yeast lifespan up
Cc1ccc2c(c1)cc(CN(Cc1cccnc1)C(=O)NCc1ccccc1)c1nnnn12,-25,10,-0.4,4,-1,80,17,-30,81,-1
Cc1ccc(OC(=O)c2ccc(Br)o2)cc1,-32,0,-1.6,-3,-2,105,5,-3,102,-30
CCOc1cc(CNc2ccc3c(c2)OCCO3)cc(Br)c1OCC(N)=O,-40,0,-4.0,6,8,55,3,-61,54,-23
CCOc1cc(NC(=S)NCCCN2CCOCC2)c(OCC)cc1NC(=O)CC(C)C,-6,10,-1.3,3,3,110,6,-73,87,-3
CC(=O)c1cn(C)c(=O)n(C)c1=O,-14,2,-2.7,-11,-4,96,5,9,81,-1
CCC(=O)NC(=Nc1nc2ccccc2s1)NC(=O)CC,-42,2,0.1,2,0,92,1,-6,78,-12
COc1ccc(N/C=C\C(=O)c2ccc(Br)cc2)cc1OC,-36,4,0.4,-2,-2,99,3,.,96,7
Cc1ccc2nc(NC(=O)C3CCN(S(=O)(=O)c4cc([N+](=O)[O-])ccc4Cl)CC3)sc2c1,-50,3,-5.8,7,-3,14,23,17,11,0
Cn1c(C(=O)OCC(=O)NCc2cccs2)cc2sccc21,-12,4,-1.4,11,-1,88,0,11,92,-11
CCC(C)(C)n1nnnc1C(c1ccc(C)cc1)N1CCN(Cc2ccc3c(c2)OCO3)CC1 (configuration not stated),-43,5,-3.3,-2,.,79,7,20,84,.

Entries of single compounds from above. Values in the order: Yeast growth inh, NPY-Y2 antag, MRP-1 activ, GALR2 antag, Phagocytosis inh, PTEN del growth, Measles CPE, E-sel TNF inh, bCat KO growth, Yeast lifespan up
`CC(=O)c1cn(C)c(=O)n(C)c1=O` is listed with -14, 2, -2.7, -11, -4, 96, 5, 9, 81, -1
`CCOc1cc(CNc2ccc3c(c2)OCCO3)cc(Br)c1OCC(N)=O` is listed with -40, 0, -4.0, 6, 8, 55, 3, -61, 54, -23
`Cn1c(C(=O)OCC(=O)NCc2cccs2)cc2sccc21` is listed with -12, 4, -1.4, 11, -1, 88, 0, 11, 92, -11
`Cc1ccc(OC(=O)c2ccc(Br)o2)cc1` is listed with -32, 0, -1.6, -3, -2, 105, 5, -3, 102, -30
`Cc1ccc2nc(NC(=O)C3CCN(S(=O)(=O)c4cc([N+](=O)[O-])ccc4Cl)CC3)sc2c1` is listed with -50, 3, -5.8, 7, -3, 14, 23, 17, 11, 0

(list continues)
SMILES,Yeast growth inh,NPY-Y2 antag,MRP-1 activ,GALR2 antag,Phagocytosis inh,PTEN del growth,Measles CPE,E-sel TNF inh,bCat KO growth,Yeast lifespan up
CCCOP(=O)(c1ccc(N(C)C)cc1)C(O)c1cc(OC)c(OC)c(OC)c1 (configuration not stated),-62,1,-0.6,-16,0,95,22,17,82,-5
Cc1cc([N+](=O)[O-])ccc1NC1CCCC1,-21,5,-1.4,2,-9,78,7,.,76,-5
Cc1ccc(NC(=O)CCCSc2nc3ccccc3[nH]2)cc1,-3,2,-2.1,-2,-3,85,5,-9,84,4
CCCCS(=O)(=O)/C=C/[C@H]1[C@H](S(=O)(=O)CCCC)[C@H]2C=C[C@@H]1C2,-21,3,-2.0,4,.,99,4,10,95,.
CC1C=CCC2C(=O)N(c3cccc(C(=O)N4CCCCCC4)c3)C(=O)C12 (configuration not stated),1,3,-0.5,5,.,84,5,.,77,-10
CCC(CC)C(=O)Nc1c2c(nn1-c1ccc(OC)cc1)CS(=O)C2 (configuration not stated),-25,2,-0.9,-5,-1,111,5,.,100,-9
Cc1cc(C(=O)CCC(=O)N2CCN(S(=O)(=O)c3cccs3)CC2)c(C)s1,-3,4,-0.5,-6,-1,69,4,.,75,-8
COC(=O)CSc1cc(C)nc(SC)n1,-24,3,-0.5,-8,.,97,15,12,96,-5
